# Assay outcomes (PubChem BioAssay)
# TrxR1 substrate: qHTS Assay for Substrates of Mammalian Selenoprotein Thioredoxin Reductase 1 (TrxR1): qHTS. purified TrxR1 substrate turnover, NADPH consumption readout. Potency, µM (series often up to 114 µM), for inactives: at the top dose activity change, negative = substrate turnover. 390,000 compounds, 0.01% hits. AID 588456, 2011; also: potency is read from the fitted curve at half-maximal effect; % is scaled to controls: 0 for no effect and ±100 for the full control effect; nearly all actives have a fitted effect of over 50% in size
#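 Rat TrxR1, dispensed at 90 nM, was prereduced with 400 uM NADPH (final) for 5 min at ~22 deg C, then incubated with compound 15 min before 400 uM selenite. A first-read NADPH fluorescence drop versus no-compound background flagged substrates.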
# USP1 inh: Inhibitors of USP1/UAF1: Primary Screen; Potency, µM (highest dose often 57.1 µM), for the others: at the highest dose activity change, negative = inhibition, most hits filed as inhibitors; Ubiquitin carboxyl-terminal hydrolase 1 (Homo sapiens), O94782; recombinant USP1/UAF1, Ub-Rhodamine cleavage fluorescence; 390,000 compounds, 0.23% hits; also: potency is read from the fitted curve at half-maximal effect; % is scaled to controls: 0 for no effect and ±100 for the full control effect; nearly all actives have a fitted effect of over 60% in size; inactives centre near -12
# Target sequence (O94782 whole entry, looked up): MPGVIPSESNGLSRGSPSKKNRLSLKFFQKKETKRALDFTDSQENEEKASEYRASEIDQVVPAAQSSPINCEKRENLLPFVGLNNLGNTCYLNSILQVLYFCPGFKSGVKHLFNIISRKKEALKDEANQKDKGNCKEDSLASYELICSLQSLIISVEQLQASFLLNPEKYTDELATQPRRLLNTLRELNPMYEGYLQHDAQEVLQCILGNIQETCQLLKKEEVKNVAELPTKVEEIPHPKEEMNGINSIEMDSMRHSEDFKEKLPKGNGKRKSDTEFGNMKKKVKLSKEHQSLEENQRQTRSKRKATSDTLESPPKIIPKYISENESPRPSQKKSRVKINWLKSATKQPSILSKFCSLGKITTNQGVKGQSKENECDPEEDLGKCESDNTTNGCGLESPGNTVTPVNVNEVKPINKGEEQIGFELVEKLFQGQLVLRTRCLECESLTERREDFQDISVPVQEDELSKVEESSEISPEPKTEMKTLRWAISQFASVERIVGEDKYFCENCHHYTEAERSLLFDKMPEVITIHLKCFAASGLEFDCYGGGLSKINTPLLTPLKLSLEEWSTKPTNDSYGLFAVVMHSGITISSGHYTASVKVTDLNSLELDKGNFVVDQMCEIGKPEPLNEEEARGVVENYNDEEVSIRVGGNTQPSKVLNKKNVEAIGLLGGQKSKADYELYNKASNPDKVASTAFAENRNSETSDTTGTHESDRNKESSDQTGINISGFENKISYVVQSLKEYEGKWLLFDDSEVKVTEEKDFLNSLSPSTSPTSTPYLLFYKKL
#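 USP1/UAF1 complex (1 nM) preincubated 15 min at room temperature with compound, then Ub-Rho substrate (150 nM final) added. Kinetic fluorescence at 480/540 nm over 6 reads at 60 s intervals; 50 mM HEPES pH 7.8, 0.5 mM EDTA, 0.1 mg/ml BSA, 1 mM TCEP, 0.01% Tween-20.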
# Vif-A3G inh: qHTS for Inhibitors of Vif-A3G Interactions: qHTS. DNA dC->dU-editing enzyme APOBEC-3G (Homo sapiens), Q9HC16. HeLa A3G-eYFP + Vif (tagged APOBEC3G with the HIV-1 protein that degrades it), YFP fluorescence, overnight. Potency, µM (titrated, usually from 46.1 µM), for inactives: at the highest dose activity, negative = active, most hits filed as inhibitors. 410,000 compounds, 0.076% hits. AID 602310, 2012;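 also: potency is read from the fitted curve at half-maximal effect; % is scaled to controls: 0 for no effect and ±100 for the full control effect; nearly all actives have a fitted effect of over 60% in size; hits raise eYFP signal because A3G escapes Vif-driven loss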
#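 HeLa cells stably expressing Vif and C-terminally eYFP-tagged A3G, seeded overnight at 37 deg C, then exposed to compound by pintool overnight at 37 deg C. Rise in yellow fluorescence (Ex 488/Em 500-530, Acumen) marks blocked Vif-driven A3G degradation.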
# LDHA block: qHTS assay for inhibitors of human lactate dehydrogenase; L-lactate dehydrogenase A chain (Homo sapiens), P00338; purified LDHA, NADH/diaphorase-resazurin fluorescence; hits give low values; activity change, % (values are at about 110 or 230 µM); 480,000 compounds, 0.15% hits; AID 1347041, 2019; in the data active = activity change below about -30%; inconclusive = mostly about -25% to -30%;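 also: plate controls were DMSO wells for no effect and wells without enzyme for full effect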
#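 Human LDH5 at 2 nM final in Tris HCl pH 7.4 with 0.06 mM NADH and 0.2 mM pyruvate, reacted 5 minutes at room temperature. Remaining NADH coupled via diaphorase/resazurin; resorufin fluorescence read at 0 and 20 minutes, normalized to enzyme-free and DMSO wells.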
# RGS4 inh: Inhibitors of Regulator of G Protein Signaling (RGS) 4: qHTS | Regulator of G-protein signaling 4 (Homo sapiens), P49798 | Transcreener GDP fluorescence polarization, RGS4-accelerated GTP hydrolysis | Potency, µM (titrated, usually from 114 µM), inactives show at the top dose activity change, negative = inhibition, usual class: inhibitors | 390,000 compounds, 0.039% hits | AID 504845, 2011; also: potency is read from the fitted curve at half-maximal effect; % is scaled to controls: 0 for no effect and ±100 for the full control effect; nearly all actives have a fitted effect of over 75% in size; some results filed as inactive show a strong effect at the top dose
# Target sequence (P49798 whole entry, looked up): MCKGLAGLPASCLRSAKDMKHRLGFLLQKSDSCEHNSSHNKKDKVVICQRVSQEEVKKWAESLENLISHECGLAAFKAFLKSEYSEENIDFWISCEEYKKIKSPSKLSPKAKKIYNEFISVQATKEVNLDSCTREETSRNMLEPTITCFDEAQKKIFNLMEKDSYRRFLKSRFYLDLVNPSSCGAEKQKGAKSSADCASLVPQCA
#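 MLSMR compounds (23 nl, pin-transferred) preincubated 10 min at room temperature with a 500nM (2x) first reagent, then RGS4 at 900nM (2x) plus Transcreener GDP mix added; fluorescence polarization (620/688 nm) read before and after 90 min at 30 °C.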
# Vif-A3F inh: qHTS for Inhibitors of Vif-A3F Interactions: qHTS; HeLa A3F-eYFP + Vif (tagged APOBEC3F with the HIV-1 protein that degrades it), YFP fluorescence increase; Potency, µM (highest dose often 46.1 µM), for the others: at the top dose activity, negative = active; 390,000 compounds, 0.2% hits; also: potency is read from the fitted curve at half-maximal effect; % of control where 0% means no effect; nearly all actives have a fitted effect of over 65% in size
#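 Fluorescence increase (Ex 488/Em 500-530) after overnight compound treatment at 37 deg C flags inhibition of Vif-driven A3F-eYFP loss in stable HeLa A3F-eYFP/Vif cells seeded overnight beforehand.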
# TrxR1 inh: qHTS Assay for Inhibitors of Mammalian Selenoprotein Thioredoxin Reductase 1 (TrxR1): qHTS; Thioredoxin reductase 1, cytoplasmic (Rattus norvegicus), O89049; recombinant rTrxR1, NADPH fluorescence consumption, selenite substrate; Potency, µM (series often up to 114 µM), for the others: at the highest dose activity change, negative = inhibition, usual class: inhibitors; 390,000 compounds, 1% hits; AID 588453, 2011; also: potency is read from the fitted curve at half-maximal effect; % is scaled to controls: 0 for no effect and ±100 for the full control effect; nearly all actives have a fitted effect of over 65% in size
#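 Rat TrxR1 (90 nM in the dispensed reagent) was pre-reduced with 400 uM NADPH for 5 min at room temperature, then incubated with compound for 15 min. After 400 uM selenite was added, NADPH fluorescence (Ex 340/Em 450 nm) was followed for 8 min.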
# mIDH1 inhibitor: qHTS for Inhibitors of mutant isocitrate dehydrogenase 1 (IDH1): qHTS. Isocitrate dehydrogenase [NADP] cytoplasmic (Homo sapiens), O75874. IDH1-R132H enzyme, NADPH consumption, diaphorase/resazurin fluorescence. Potency, µM (doses to about 76.6 µM), without a hit: top-dose activity change, negative = inhibition, actives largely listed as inhibitors. 390,000 compounds, 0.093% hits; also: potency is read from the fitted curve at half-maximal effect; % is scaled to controls: 0 for no effect and ±100 for the full control effect; nearly all actives have a fitted effect of over 65% in size
#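 IDH1-R132H (0.5 ug/mL) preincubated 30 min with compound, then NADPH (0.016 mM) and alpha-KG (2 mM) added; 80 min at RT, pH 7.5. Remaining NADPH coupled via diaphorase/resazurin to fluorescence (540/590 nm); concentration-response curves normalized to no-enzyme control.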
# Glioma ERSR ind: qHTS for Inducers of the Endoplasmic Reticulum Stress Response (ERSR) in Human Glioma: qHTS | Potency, µM, for the others: at the top dose activation, most hits filed as activators | U87-MG GRP78 promoter luciferase reporter, 16 h | 420,000 compounds, 0.02% hits; also: potency is read from the fitted curve at half-maximal effect; series mostly up to about 76 µM; % of control where 0% means no effect; nearly all actives have a fitted effect of over 35% in size
#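 Stably transfected U87-MG glioma cells carrying a GRP78-based luciferase sensor; 16 h compound incubation. Luminescence end-point read 10 min after Bright-Glo addition at room temperature.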
# * hit, by the source's call; ? = inconclusive; / = no result given; [ ] = remark or other dose. Unless noted, calls follow the shape of the dose curve; as a rule, active = well fitted curve in the direction sought with a large enough effect; inconclusive = small, poorly fitted or top-dose-only effect, or another doubt; inactive = no such curve, though single readings can be large; an effect the other way counts as inactive or inconclusive. Only part of the results is shown; the hit share may differ from the screen's.
SMILES	TrxR1 substrate	USP1 inh	Vif-A3G inh	LDHA block	RGS4 inh	Vif-A3F inh	TrxR1 inh	mIDH1 inhibitor	Glioma ERSR ind
CC(C)C(=O)NNC(=O)CSc1ncnc2c1cnn2-c1ccccc1Cl	4%	-24%	-4%	-2	-19%	?	12%	-1%	-3%
CCSc1nnc(NC(=O)C(C)Sc2nc3ccccc3[nH]2)s1 (stereo unspecified)	-9%	-5%	-2%	-9	7%	-16%	-8%	4%	0%
O=C(NCc1ccc(F)cc1)C(=O)c1cn(CC(=O)N2CCCC2)c2ccccc12	-2%	-22%	-25%	-1	14%	1%	8%	-6%	9%
CC1=CC(C2CC(=O)N(c3ccccc3C)C2=O)CC2C(=O)N(c3ccccc3C)C(=O)C12 (stereo unspecified)	-1%	-1%	0%	-3	-5%	0%	-8%	8%	-6%
Cc1cccc(NC(=O)C(=O)NCC(c2cccnc2)N2CCOCC2)c1 (stereo unspecified)	-8%[11.4 µM]	-9%	6%	1	5%	-9%	4%	0%	-3%
NC(=O)CSc1nnc(-c2ccco2)n1-c1ccccc1	1%	-21%	0%	-3	-37%	-4%	6%	-9%	-4%
Cc1nn(C)c(NC(=O)c2ccc(Cl)cc2Cl)c1Br	-1%	-19%	2%	-5	-17%	-5%	4%	4%	-3%
Cc1ccc(-c2cc(C(=O)Nc3cnn(C45CC6CC(CC(C6)C4)C5)c3)no2)cc1	5%	-13%	0%	-6	-10%	2%	11%	0%	-2%
O=C(c1ccc(C(=O)N2CCCc3ccccc32)nc1)N1CCCc2ccccc21	2%	-9%	-7%	-1	-1%	2%	10%	-6%	-1%
CC(C)=CC1C(C(=O)NCCc2ccccc2)C1(C)C (stereo unspecified)	4%[57.1 µM]	-14%	-6%	0	4%	?	6%[57.1 µM]	5%	-1%
S=c1[nH]nc(Nc2ccccc2)s1	4%[57.1 µM]	9%	0%	-9	?	3%	-5%[57.1 µM]	9%	-2%
CCOc1ccc(NC(=S)Nc2ccc(Br)cc2Cl)cc1	-5%[57.1 µM]	-18%	1%	-2	-28%	-5%	-39%	-10%	-2%
C[C@H](CO)N1C[C@H](C)[C@@H](CN(C)S(=O)(=O)c2ccc(F)cc2)Oc2ccc(NC(=O)Cc3cn(C)c4ccccc34)cc2C1=O	0%	-18%	-11%	0	11%	6%	-2%	-2%	-3%
CC(C)CN(C(=O)COC(=O)c1ccc2c(c1)NC(=O)CS2)C1CCS(=O)(=O)C1 (stereo unspecified)	-8%[57.1 µM]	-18%	2%	-1	-44%	-7%	11%[57.1 µM]	5%	3%
Cc1cccc(-n2cc(-c3ccccc3)c3c(N4CCOCC4)ncnc32)c1	-2%[57.1 µM]	?	-7%	-9	-12%	-1%	12%[57.1 µM]	-13%	-8%
CCCOc1ccc(/C=N/Nc2ccc(C(=O)O)cc2)c(OCCC)c1	3%[57.1 µM]	-5%	-5%	5	-23%	-8%	8%[57.1 µM]	-9%	-5%
O=C(NCCN1CCN(c2ccccc2)CC1)c1ccc(NC(=O)C2CCCO2)cc1 (stereo unspecified)	-8%	-4%	1%	-6	35%	2%	-6%	0%	-3%
O=C(Nc1cc(S(=O)(=O)N2CCOCC2)ccc1N1CCCCC1)c1ccc(Cl)cc1	9%	?	-4%	-1	?	5%	26%	4%	-3%
Cn1c(-c2ccccc2)c(CCO)c2ccccc21	84%[activator]	-1%	-4%	4	-38%	/	42%[activator]	6%	10%
CCN(CC)CCN(C(=O)c1ccc(C(=O)c2ccccc2)cc1)c1nc2cc3c(cc2s1)OCO3	-1%	-14%	2%	0	-15%	-5%	34%	3%	-5%
CC(NC(=O)Nc1cc(Cl)ccc1Cl)c1c(-n2cccc2)sc2c1CCCC2 (stereo unspecified)	-4%	-10%	4%	-14	-4%	3%	8%	-21%	-4%
CC(C)(C)[C@@H]1C=C(C(=O)O)O[C@H](OCc2ccc(CO)cc2)C1	-4%[57.1 µM]	7%	4%	-10	-12%	6%	-22%[57.1 µM]	-9%	-3%
COCCCN1C(=O)C(=O)/C(=C(/O)c2ccc3c(c2)OCCO3)C1c1ccc(C(=O)OC)cc1 (stereo unspecified)	-15%	-6%	-6%	-2	8%	/	-14%	-2%	-3%
CC1CCCN(CC(O)CN)C1 (stereo unspecified)	8%	-17%	-6%	-8	26%[56.9 µM]	2%	22%	2%	-6%
Cc1ccccc1C(=O)OCc1cnc(Cl)s1	-1%	-6%	-1%	-4	36%	1%	22%	4%	2%
Cn1c(SCC(=O)CC(=O)Nc2ccccc2)nnc1-c1ccc(O)cc1	5%[57.1 µM]	-9%	4%	-5	-16%	-10%	-5%	2%	-1%
Cc1cccc(C(=O)Nc2sc3c(c2C(=O)O)CCC3)c1	2%[57.1 µM]	-25%	-1%	-5	-11%[56.9 µM]	-3%	16%[57.1 µM]	30%	4%
COC(=O)c1cc(Br)c(=O)n(Cc2ccco2)c1	-10%	-13%	-1%	-2	-16%	/	-21%	5%	-10%
COCCn1c(=NC(=O)c2nc3ccccc3s2)sc2cc(S(C)(=O)=O)ccc21	-7%[57.1 µM]	-13%	1%	1	-22%	2%	-5%[57.1 µM]	-1%	-1%
CC(C)NC(=O)C(=O)NCCCN1CCOCC1	7%[57.1 µM]	-18%	7%	-5	-7%	-16%	15%[57.1 µM]	0%	-1%

# Following part:
# Second line of a record – TrxR1 substrate | USP1 inh | Vif-A3G inh | LDHA block | RGS4 inh | Vif-A3F inh | TrxR1 inh | mIDH1 inhibitor | Glioma ERSR ind
- O=C1CSC(c2ccc([N+](=O)[O-])cc2)N1c1ccccc1F (stereo unspecified)
  -3% | -20% | -1% | -5 | -2% | 3% | -3% | -6% | 2%
- CCSc1nc2ccccc2c(=O)n1-c1c(C)n(C)n(-c2ccccc2)c1=O
  3%[57.1 µM] | 0% | 2% | -5 | 33% | 3% | 21%[57.1 µM] | 15% | 3%
- CCN(CC)C(=O)Cn1c(=O)n(Cc2ccc(C(=O)NCc3ccc(C)cc3)cc2)c(=O)c2ccccc21
  1% | -21% | -5% | -8 | -7% | 3% | 10% | -7% | 1%
- CSc1ccc(Cl)c(C(=O)Nc2cc(S(=O)(=O)N3CCOCC3)ccc2N2CCOCC2)c1
  10%[57.1 µM] | 1% | -5% | -6 | 20% | ? | 16%[57.1 µM] | 1% | -4%
- Cc1ccccc1NC(=O)OCc1cn(-c2ccc(Cl)cc2)nn1
  -2% | -10% | 0% | -6 | 1% | 5% | 22% | -1% | -2%
- Cn1c(SCC(=O)Nc2sccc2C(N)=O)nnc1-c1ccncc1
  1% | -6% | -5% | -8 | -11% | 4% | -4% | -1% | -3%
- S=c1[nH]c(-c2cccs2)cn1-c1ccccc1
  26% | ? | -6% | -12 | -48% | 9% | -14% | 0% | 5%
- O=C(CSc1nnc(Nc2ccccc2)s1)Nc1ccc(S(=O)(=O)N2CCOCC2)cc1
  5%[57.1 µM] | 0% | -2% | 2 | -4% | 5% | -1%[57.1 µM] | -1% | 5%

# Sorted by heavy-atom count (falling): three of the compounds above.
# Second line of a record – TrxR1 substrate | USP1 inh | Vif-A3G inh | LDHA block | RGS4 inh | Vif-A3F inh | TrxR1 inh | mIDH1 inhibitor | Glioma ERSR ind
- CCSc1nc2ccccc2c(=O)n1-c1c(C)n(C)n(-c2ccccc2)c1=O
  3%[57.1 µM] | 0% | 2% | -5 | 33% | 3% | 21%[57.1 µM] | 15% | 3%
- Cn1c(SCC(=O)Nc2sccc2C(N)=O)nnc1-c1ccncc1
  1% | -6% | -5% | -8 | -11% | 4% | -4% | -1% | -3%
- O=C1CSC(c2ccc([N+](=O)[O-])cc2)N1c1ccccc1F (stereo unspecified)
  -3% | -20% | -1% | -5 | -2% | 3% | -3% | -6% | 2%

# Results in USP1 inh, Glioma ERSR ind and TrxR1 inh (3 entries from above):
compound | USP1 inh | Glioma ERSR ind | TrxR1 inh
O=C1CSC(c2ccc([N+](=O)[O-])cc2)N1c1ccccc1F (stereo unspecified) | -20% | 2% | -3%
CCSc1nc2ccccc2c(=O)n1-c1c(C)n(C)n(-c2ccccc2)c1=O | 0% | 3% | 21%[57.1 µM]
CCN(CC)C(=O)Cn1c(=O)n(Cc2ccc(C(=O)NCc3ccc(C)cc3)cc2)c(=O)c2ccccc21 | -21% | 1% | 10%
